# DSG3 Ab inh – blocks pemphigus antibody binding to human desmoglein-3; DSG3-coupled beads, scFv-anti-DSG3-GFP binding, flow cytometry; hits give low values; binding (percent of control), % at 10 µM; 0.48% of 310,000 active;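 active means binding more than 3 SD below its plate's average and above zero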;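 further: hits lower antibody fragment binding to DSG3; some compounds called inactive have numbers as strong as hits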
# HTR5A ag ctr – counter-screen for OPRM1-OPRD1 agonists: human HTR5A agonism; P47898; HTR5A agonist assay, luminescence, cell-based; activation, % at 9.3 µM; 0.61% of 340,000 active; AID 504692; in the data active means activation mostly above about 9.5%, no sharp cut-off; inactive means mostly below about 7.6%;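 further: 0% = cells with vehicle only and 100% = reference agonist; strong numbers were not always called active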
# phage Ecoli inh – E. coli growth loss with phage present. inhibition, % at 11.9 µM. growth absorbance. 0.26% of 360,000 active; in the data active means inhibition above about 11%
# OPRM1-OPRD1 inv – mu-delta opioid heterodimer inverse agonism; inhibition, % at 9.3 µM; cell-based MOR-DOR heterodimer luminescence; P35372+P41143; AID 504357; 0.21% of 340,000 active; in the data active means inhibition above about 22%, passing the limit was not always enough;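 further: 0% = cells with DMSO and 100% = wells without cells with DMSO; values of inactives mirror those of a sister screen read the other way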
# Target sequence (P35372 whole entry, looked up): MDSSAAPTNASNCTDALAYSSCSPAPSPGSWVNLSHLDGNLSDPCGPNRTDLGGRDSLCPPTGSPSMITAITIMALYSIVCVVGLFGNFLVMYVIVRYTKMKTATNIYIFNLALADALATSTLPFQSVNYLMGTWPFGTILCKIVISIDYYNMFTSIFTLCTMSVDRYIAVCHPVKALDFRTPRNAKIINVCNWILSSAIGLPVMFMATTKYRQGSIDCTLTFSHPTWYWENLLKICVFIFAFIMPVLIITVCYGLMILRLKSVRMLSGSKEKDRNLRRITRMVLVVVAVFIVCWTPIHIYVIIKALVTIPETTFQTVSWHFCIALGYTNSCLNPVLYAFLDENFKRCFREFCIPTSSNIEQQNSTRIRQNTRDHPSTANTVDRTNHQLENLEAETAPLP
# Target sequence (P41143 whole entry, looked up): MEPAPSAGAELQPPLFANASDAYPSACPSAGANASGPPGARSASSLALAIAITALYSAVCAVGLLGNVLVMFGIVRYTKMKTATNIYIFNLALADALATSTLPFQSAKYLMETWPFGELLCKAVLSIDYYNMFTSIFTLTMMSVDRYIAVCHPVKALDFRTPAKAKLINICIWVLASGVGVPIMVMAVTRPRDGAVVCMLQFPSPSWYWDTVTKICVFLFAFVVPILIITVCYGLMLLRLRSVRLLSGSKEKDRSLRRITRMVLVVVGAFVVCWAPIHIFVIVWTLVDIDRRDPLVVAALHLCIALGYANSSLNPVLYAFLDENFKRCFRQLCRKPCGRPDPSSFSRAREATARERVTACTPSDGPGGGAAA
# PfHsp90 yeast 2 – growth inhibition of yeast expressing Plasmodium Hsp90. S. cerevisiae expressing PfHsp90, BacTiter-Glo ATP, 48 h; yeast lacking PDR1 and PDR3 efflux regulators. inhibition, % at 9.4 µM. 0.32% of 310,000 active;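 active means every replicate shows inhibition above about 80%, whatever the replicate mean, limit read from the data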;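 further: 0% = DMSO neutral controls and 100% = 20 µM radicicol positive controls; yeast relying on Plasmodium falciparum Hsp90 in place of its own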
# HTR5A inv ctr – inverse agonist of human HTR5A in OPRM1-OPRD1 counter-screen. P47898. HTR5A cell line, luminescence, inverse agonism. inhibition, % at 9.3 µM. 0.083% of 340,000 active. AID 504634; in the data active means inhibition mostly above about 23%, no sharp cut-off; inactive means mostly below about 18%;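 further: 0% = cells with DMSO and 100% = no-cell wells with DMSO; some compounds called inactive have numbers as strong as hits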
# MOR-DOR ag – agonists of human mu-delta opioid receptor heterodimerization. cells, OPRM1-OPRD1 heterodimerization, luminescence. activation, % at 9.3 µM. 0.3% of 340,000 active. AID 504326; in the data active means activation above about 18%;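 further: 0% = vehicle-treated cells and 100% = reference agonist; values of inactives mirror those of a sister screen read the other way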
# AddAB inh – less growth of phage-infected E. coli with AddAB | E. coli expressing H. pylori AddAB, absorbance growth | 0.29% of 330,000 active | inhibition, % at 11.9 µM; in the data active means inhibition above about 12%;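 further: 0% = vehicle wells of infected cells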
# Mot1-301 SUMO – SUMOylation pathway inhibition by Mot1-301 growth rescue; S. cerevisiae Mot1-301 growth rescue, ATP luminescence, 38.5C; percent above DMSO median, 100 means doubled; growth rescue, % at 18.8 µM; 1% of 320,000 active; AID 2716;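 active means every valid replicate shows activation above 250% relative to neutral control wells; inactive means the rest, any valid replicate at or below 250%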;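 further: OY570 slx delta 5 strain wells were the positive control but not used for scaling; some compounds called inactive have numbers as strong as hits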
# PKA-R1A act – activates the PKA-R1A holoenzyme complex; P00514+P68181; AID 504707; 0.083% of 340,000 active; PKA-R1A dissociation, Cy5-IP20 fluorescence polarization; scaled: DMSO 0%, 113 µM cGMP 100%; activation, % at 11.4 µM;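 active means percent activation above the mean of all tested compounds plus 3 SD, cut at about 19% in these data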;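 further: higher means more PKAc released from R1A so a rise in polarization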
# Ecoli viability – bacterial growth inhibition, counter-screen for AddAB inhibitors; 0.27% of 330,000 active; E. coli V3065 growth, OD600 absorbance, 18 h; inhibition, % at 11.9 µM; AID 449728;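 active means inhibition above the campaign's mean inhibition across all tested compounds plus 3 SD, cut at about 9.9% in these data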;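 further: uninfected addAB+ strain grown without phage in ampicillin broth; 0% = DMSO wells and 100% = ciprofloxacin 0.95 µg/ml wells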
# Starred values were filed as active, the others as inactive; . = no result given. Compounds were not picked by outcome. Share with any hit: about 3.2%.
Compound	DSG3 Ab inh	HTR5A ag ctr	phage Ecoli inh	OPRM1-OPRD1 inv	PfHsp90 yeast 2	HTR5A inv ctr	MOR-DOR ag	AddAB inh	Mot1-301 SUMO	PKA-R1A act	Ecoli viability
COc1ccc(CNC(=O)c2cccnc2SC)cc1OC	91	1	1.0	14	14	-9	-2.6	2.6	2	-7	-1.1
Cc1ccc(C)c(OCc2cc(C(=O)N3CCN(c4ccccc4)CC3)no2)c1	114	3	1.7	-13	-53	10	4.1	4.9	-22	7	0.8
Nc1nc(SCC(=O)Nc2ccccc2)nc2nc3c(cc12)CCCC3	125	9	1.9	-194	-4	-52	35*	1.3	-7	3	-1.8
Cc1cccc(NNC(N)=S)c1	121	-2	0.3	3	.	-15	-0.5	-0.7	-2	-4	0.3
C=CCC1CCCCC12NC(=O)NC2=O (configuration not stated)	.	0	2.6	-1	-27	-3	0.1	-1.2	21	-7	-3.5
CC(Cc1ccccc1)NC(=S)CN1CCCC1=S (configuration not stated)	115	1	1.3	22	-12	-16	-4.2	0.4	14	-15	-0.8
CN(C)S(=O)(=O)N(CC(=O)NCc1ccccc1)c1ccccc1	95	1	3.0	17	6	-17	-2.9	1.9	-8	-6	1.5
COc1cc(-c2nnc3sc(-c4ccco4)nn23)cc(OC)c1OC	88	-6	2.6	-4	.	16	0.7	3.0	-6	0	-1.3
Cc1ccc(N=Nc2c(N)n[nH]c2N)cc1	88	3	-0.6	17	-4	-9	-3.8	1.7	5	-10	1.5
O=C(Nn1c(-c2ccc(F)cc2)nc2ccccc2c1=O)C1CCCCC1	103	2	0.6	2	-35	-16	-0.4	0.9	36	-8	4.0
COc1ccc(N2C(=O)C3CCCCC3C2=O)cc1NC(=O)c1ccccc1 (configuration not stated)	105	3	5.5	14	14	-17	-2.9	0.3	-7	3	-0.4
COC(=O)CCC/C=C1/SCC(NC(=O)c2ccccc2)C1NC(C)=O (configuration not stated)	100	2	2.1	4	-13	-14	-0.8	1.3	-3	-4	1.0
Cc1ccc(C(=O)Nc2ccc(S(=O)(=O)N3CCOCC3)cc2)cc1C	121	0	4.0	6	2	0	-1.2	4.4	-10	-1	1.5
O=C(CNc1ccc2c(c1)OCO2)N/N=C\c1ccccc1Cl	118	7	3.3	-10	4	-5	1.8	1.6	-8	-5	-0.6
Cc1ccc(S(=O)(=O)N2CCOCC2)cc1NC(=O)C(c1ccc(Cl)cc1)C(C)C (configuration not stated)	102	1	0.8	10	-139	-4	-1.9	3.8	10	-3	2.0
O=C(Cc1ccc(NC(=O)C2CCCN(C(=O)C3CCCC3)C2)cc1)Nc1ccc(C(=O)N2CCOCC2)cc1 (configuration not stated)	102	-2	2.4	14	1	7	-3.1	.	.	-5	.
CCOc1ccc2nc(N(CCN(CC)CC)C(=O)c3ccc([N+](=O)[O-])cc3)sc2c1	91	7	3.9	12	-9	30	-2.3	-2.1	2	-11	-2.1
Cc1cc(C)c(C)c(S(=O)(=O)NCc2ccc(C(=O)N3CCOCC3)cc2)c1C	111	-1	-2.6	6	20	3	-1.1	2.1	-12	9	1.1
c1ccc2c(c1)nc(NC1CCCCC1)c1nncn12	102	4	1.4	-22	-20	-11	4.0	0.2	-20	4	1.2
COCC(COCCCNC(=O)Nc1ccc(Br)cc1)OC (configuration not stated)	110	1	2.5	7	12	-18	-1.3	0.8	75	-6	1.9

# Individual results from the results shown.
# `C=CCC1CCCCC12NC(=O)NC2=O` (configuration not stated) in MOR-DOR ag is entered as 0.1
# `CN(C)S(=O)(=O)N(CC(=O)NCc1ccccc1)c1ccccc1` in HTR5A ag ctr is entered as 1
# `Cc1cccc(NNC(N)=S)c1` in Mot1-301 SUMO is entered as -2

# Other results.
Compound	DSG3 Ab inh	HTR5A ag ctr	phage Ecoli inh	OPRM1-OPRD1 inv	PfHsp90 yeast 2	HTR5A inv ctr	MOR-DOR ag	AddAB inh	Mot1-301 SUMO	PKA-R1A act	Ecoli viability
Cc1cccc(C(=O)NNC(=O)c2ccc(-c3ccccc3)cc2)c1	109	5	3.0	-9	15	-14	1.7	0.7	-10	-3	1.5
COc1cc(C(=O)N/N=C/c2coc3ccccc3c2=O)cc(OC)c1OC	98	1	4.1	5	31	-3	-1.2	0.7	13	0	1.5
CCN(CC)C(=O)CC(c1cc(OC)c(OC)c(OC)c1)c1c(O)cc(OC)cc1OC (configuration not stated)	105	3	4.0	6	6	-8	-1.2	2.5	-4	-7	0.2
Cc1cnc(NC(=O)Nc2ccccc2)c(C)n1	111	-3	3.4	3	15	9	-0.7	1.4	1	6	1.4
O=C(COC(=O)C1CC1)Nc1nc(-c2ccc(F)c(F)c2)cs1	120	1	2.7	-6	.	-1	1.0	-1.4	-2	-8	1.1
Cc1ccc(C(=O)OCC(=O)NCc2ccc3c(c2)OCO3)o1	96	0	1.6	12	.	1	-2.3	-0.8	-11	2	-0.2
COc1cccc(C=O)c1OCCCOc1cccc2cccnc12	109	3	-0.4	17	-32	-10	-3.4	1.2	142	5	3.9
NC(=O)COc1ccc(C23CC4CC(CC(C4)C2)C3)cc1	104	-1	3.1	-2	-24	-3	0.3	4.3	31	-7	1.6
CC(C)P(=O)(Cc1cccc(C#N)c1)C(C)C	105	7	0.7	2	-22	-17	-0.4	0.2	372	7	0.2
Cc1ccc(S(=O)(=O)NCCC(=O)NC2CCC(C)CC2)cc1 (configuration not stated)	.	-1	-0.8	9	-22	5	-2.4	-0.8	.	-1	-1.2
O=C(CSc1nc2c(sc3ccccc32)c(=O)n1CCCN1CCCC1)NCc1ccco1	114	-1	-0.9	3	.	2	-0.6	-2.5	-3	-11	-0.3
CC(C)N1CN=C(Nc2nc3ccccc3o2)NC1	128	-3	1.3	13	.	29	-2.6	5.1	25	-4	2.1
Cc1cccc(NC(=O)Nc2nnc(N3CCCCC3C)s2)c1C (configuration not stated)	97	2	1.0	0	-12	-6	-0.1	1.7	3	9	3.7
O=C(C[n+]1ccccc1)Nc1c(Cl)cc(Cl)cc1Cl	.	.	2.8	.	3	.	.	-0.5	-8	.	-2.6
CCN1C(=O)c2ccccc2S(=O)c2ccc(C(=O)NCCCN3CCCC3=O)cc21 (configuration not stated)	106	9	-0.3	6	-6	-23	-1.2	4.8	3	5	-0.3
CSc1nc(C)nc(N/C=C(\C#N)S(=O)(=O)c2ccccc2Cl)n1	117	0	2.5	-1	8	-18	0.1	4.5	-9	-8	-0.7
Cc1ccc(-n2nnnc2SCC(=O)Nc2sccc2C#N)cc1	108	6	1.6	3	.	-18	-0.6	1.2	-1	-3	0.6
CCOc1cc(NC(=S)NCCCN2CCOCC2)c(OCC)cc1NC(=O)C(C)C	103	3	1.0	5	19	-9	-1.0	0.0	-3	4	-1.7
Cc1ccc(CNC(=O)CCC2CCCN(Cc3cccc4ncccc34)C2)o1 (configuration not stated)	110	3	2.7	10	15	-8	-1.9	0.8	8	-11	-0.6
Cc1cccc(C)c1OCCNC(=O)C(=O)NCc1ccco1	89	2	5.9	17	5	-1	-3.3	5.7	1	9	0.0

# Structures from the list above containing two or more sulfur atoms:
Compound	DSG3 Ab inh	HTR5A ag ctr	phage Ecoli inh	OPRM1-OPRD1 inv	PfHsp90 yeast 2	HTR5A inv ctr	MOR-DOR ag	AddAB inh	Mot1-301 SUMO	PKA-R1A act	Ecoli viability
CC(Cc1ccccc1)NC(=S)CN1CCCC1=S (configuration not stated)	115	1	1.3	22	-12	-16	-4.2	0.4	14	-15	-0.8
O=C(CSc1nc2c(sc3ccccc32)c(=O)n1CCCN1CCCC1)NCc1ccco1	114	-1	-0.9	3	.	2	-0.6	-2.5	-3	-11	-0.3
CSc1nc(C)nc(N/C=C(\C#N)S(=O)(=O)c2ccccc2Cl)n1	117	0	2.5	-1	8	-18	0.1	4.5	-9	-8	-0.7
Cc1ccc(-n2nnnc2SCC(=O)Nc2sccc2C#N)cc1	108	6	1.6	3	.	-18	-0.6	1.2	-1	-3	0.6

# (further entries)
Compound	DSG3 Ab inh	HTR5A ag ctr	phage Ecoli inh	OPRM1-OPRD1 inv	PfHsp90 yeast 2	HTR5A inv ctr	MOR-DOR ag	AddAB inh	Mot1-301 SUMO	PKA-R1A act	Ecoli viability
COc1ccc(S(=O)(=O)Nc2cc(C(=O)NCCCOC(C)C)ccc2N2CCOCC2)cc1	98	-6	3.3	11	3	7	-2.0	1.1	-2	-6	-0.3
COc1cccc(NC(=O)CSc2nc3ccccc3nc2N2CCCC2)c1	88	0	1.4	-9	-18	29	1.5	1.7	-15	-5	0.3
CCC1(c2ccc(Cl)cc2)NC(=O)N(Cc2ccc(C(=O)OC)cc2)C1=O (configuration not stated)	99	1	2.0	-23	14	-3	4.8	1.6	0	-17	-0.7
OC(CSc1ccccc1)CN1CCN(c2cccc(Cl)c2)CC1 (configuration not stated)	95	3	1.2	-22	4	-13	4.4	.	.	5	.
NC(=O)c1nnn(-c2cccc(C(F)(F)F)c2)c1-c1ccccc1	115	0	2.7	13	-9	-7	-2.4	0.1	-3	8	-2.5
Cc1cc(C)c2c(n1)sc1c(-c3ccccc3)c(C#N)c(N)nc12	.	1	-0.5	3	-20	-10	-0.5	3.5	-6	6	-0.6
CC1(C)CC(=O)C=C(NC2CCCC(O)C2)C1 (configuration not stated)	102	6	4.0	7	-5	-15	-1.3	3.9	16	-10	-0.2
CCCCOc1ccc(/C(O)=C2/C(=O)C(=O)N(Cc3cccnc3)C2c2ccncc2)c(C)c1 (configuration not stated)	115	2	4.0	-2	-4	-4	0.4	-2.7	.	-3	0.5
Cc1ccc(-c2nn(-c3cccc(F)c3)cc2CN(Cc2nccn2C)C(C)C)o1	103	-4	1.8	1	-11	11	-0.2	2.1	2	-1	-2.5
CCC(C)(C)n1nnnc1C(C(C)C)N(Cc1ccco1)Cc1cc2cc3c(cc2[nH]c1=O)OCO3 (configuration not stated)	102	3	-1.4	13	11	-2	-2.4	0.4	1	3	1.6
O=C(COn1nnc2ccc(Cl)cc21)NC1CCS(=O)(=O)C1 (configuration not stated)	94	-1	-2.4	20	.	3	-3.9	.	.	3	.
COc1ncnc2c1oc1nc(CC(C)C)c3c(c12)CCCC3	104	4	2.9	16	0	5	-3.1	.	.	6	.
CCCc1[nH]nc2c1C(c1ccc(O)c(OC)c1)C(C#N)=C(N)O2 (configuration not stated)	121	10	1.8	16	13	-3	-2.6	-1.3	-11	-8	1.6
COc1cc(C(=O)Nn2c(C)nc3ccccc3c2=O)cc(OC)c1OC	.	-3	0.6	11	18	12	-2.4	-1.5	-17	1	-1.9
O=C(CS(=O)CC(=O)N(c1cccc(F)c1)C(C(=O)NC1CCCCC1)c1ccco1)Nc1ccc(F)cc1 (configuration not stated)	103	3	0.9	4	-36	-11	-0.8	-1.1	17	-15	-1.9
Cc1occc1-c1nnc(SCC(=O)Nc2nc(-c3ccccc3)cs2)o1	103	-2	2.1	-29	9	-16	5.4	-2.7	-11	6	-3.6

# Screens (PubChem)
